Bioassay records (PubChem BioAssay)
NTR1 agonist: agonists of NTR1, primary screen, imaging, U2OS cells, beta-arrestin-GFP, high content (AID 493036); Neurotensin receptor type 1 (Homo sapiens), P30989; NTR1-U2OS beta-arrestin-GFP spot imaging, agonist mode; activation, % at 20 µM; 330,000 compounds, 0.17% hits;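 active = activation at or above 40% of the spot to cytoplasm intensity ratio, with at least 20 cells analyzed; inconclusive = wells under 20 cells, flagged as cytotoxic or low count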;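 also: 0% = DMSO without peptide and 100% = 100 nM NTR1 peptide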
Target sequence (P30989 whole entry, looked up): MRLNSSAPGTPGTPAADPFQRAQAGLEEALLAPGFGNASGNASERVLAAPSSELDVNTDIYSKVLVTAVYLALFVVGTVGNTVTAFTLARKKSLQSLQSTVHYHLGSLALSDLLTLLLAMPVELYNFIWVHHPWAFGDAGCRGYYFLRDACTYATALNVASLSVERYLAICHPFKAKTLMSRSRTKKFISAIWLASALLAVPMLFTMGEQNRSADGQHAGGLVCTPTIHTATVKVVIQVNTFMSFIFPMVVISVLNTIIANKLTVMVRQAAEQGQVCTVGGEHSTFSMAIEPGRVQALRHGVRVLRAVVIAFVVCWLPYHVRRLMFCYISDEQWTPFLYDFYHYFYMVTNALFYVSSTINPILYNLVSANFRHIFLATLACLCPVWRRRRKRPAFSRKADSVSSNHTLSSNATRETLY
PhoP inhibition: inhibitors of PhoP regulon expression, primary screen, Salmonella Typhimurium, GFP reporter (AID 1863). S. Typhimurium PhoP-regulated promoter GFP reporter, 4 h; higher % means a stronger effect. 300,000 compounds, 0.16% hits. inhibition, % at 50 µM, or IC50 in µM where a hit was titrated;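 active = inhibition over 29.93%, a cutoff 3 SD above the screen mean, later confirmed by dose response; inconclusive = inhibition over 29.93% but no dose response follow-up; inactive = inhibition at most 29.93% or unconfirmed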;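 also: 0% = low Mg2+ inducing control and 100% = high Mg2+ repressing control; strong numbers were not always called active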
RSV CPE inhibition: RSV antiviral activity via CPE protection, HEp-2 cells, primary 10 µM value included (AID 2391); HEp-2 cells, RSV-induced CPE inhibition; higher % means a stronger effect; CPE inhibition, % at 10 µM, or IC50 in µM where a hit was titrated; 310,000 compounds, 0.13% hits; in the data active = a potency from the dose series; inconclusive = CPE inhibition mostly from about 23% at the one dose, without a potency; inactive = the rest, 99 in 100 with CPE inhibition below about 21%; also: strong numbers were not always called active
West Nile antiviral: West Nile virus antiviral activity, cell-based, CPE readout (AID 1621) | West Nile virus-infected cells, CPE inhibition; higher % means a stronger effect | one-dose CPE inhibition, % at 10 µM; IC50 in µM for titrated hits | 290,000 compounds, 0.02% hits; in the data active = a potency from the dose series; inconclusive = CPE inhibition mostly from about 3.7% at the one dose, without a potency; inactive = the rest, 99 in 100 with CPE inhibition below about 2.2%; also: strong numbers were not always called active
T cell HTS: modulators of CD8 T cell-vesicle binding, primary screen, mouse 2C CD8+ T cells, flow cytometry | calls only at 7 µM | 2C CD8+ T cell-vesicle binding; active compounds read low | 330,000 compounds, 0.068% hits;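 active = response, share of CD8 T cells binding vesicles, and their 90th percentile fluorescence all below set limits, cut at about 80% in these data, passing the limit was not always enough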
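Read-out – percent CD8+ FL2 mean versus row control · System – murine 2C transgenic CD8+ T lymphocytes · Times – 1.5 h cell–vesicle binding at 37 °C, then 20 min icy labelling · Control set – naked vesicles low, QL9 vesicles with vehicle high · Detection – cytometric PE anti-B7-1 and Alexa647 anti-CD8 signals after 1% paraformaldehyde fixation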
SV40 large T antigen: SV40 large T antigen inhibitors, biochemical (AID 1903); 310,000 compounds, 0.39% hits; inhibition, % at 20 µM, or IC50 in µM where a hit was titrated; SV40 large T antigen ATPase/helicase inhibition assay; higher % means a stronger effect; in the data active = a potency from the dose series; inconclusive = inhibition mostly from about 32% at the one dose, without a potency; inactive = the rest, 99 in 100 with inhibition below about 32%; also: strong numbers were not always called active
UTI89 phage lysis: inhibition of K1F phage lysis, E. coli UTI89, bacterial capsule biogenesis inhibitors, alamar blue (AID 488966); 340,000 compounds, 0.02% hits; E. coli UTI89 K1F phage lysis, alamar blue, 2 h; higher % means a stronger effect; inhibition, % at 100 µM; hits with a dose series show IC50 in µM;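 active = phage lysis inhibition, versus mean bacterial control, above a set limit; inconclusive = no clear call, values can overlap the other calls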;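 also: capsule biogenesis inhibitors block K1F phage lysis so surviving cells raise fluorescence; higher fluorescence means more inhibition of phage lysis; actives were called in the ten point dose series up to 300 µM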
MgcRacGAP inhibition: MgcRacGAP GTPase-activating activity inhibitors, confirmation, biochemical, ADP Hunter fluorescence; 340,000 compounds, 0.6% hits; MgcRacGAP-stimulated Rac1 GTP hydrolysis, ADP Hunter fluorescence; higher % means a stronger effect; GST-tagged Rac1 F28L mutant substrate; Rac GTPase-activating protein 1 (Homo sapiens); inhibition, % at 30 µM, or IC50 in µM where a hit was titrated; AID 624330, 2012;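 active = first-screen hits whose inhibition reached a set limit at any dose in the follow-up dose series; inconclusive = inhibition above the set first-screen limit but never retested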;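 also: fluorescence reports GDP produced by GAP-driven GTP hydrolysis; strong numbers were not always called active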
NS5 inhibitors: Dengue-2 NS5 methyltransferase inhibitors, primary screen, biochemical, confirmation dose response (AID 588689) | Genome polyprotein (Dengue virus type 2 (strain 16681-PDK53)) | Dengue-2 NS5 methyltransferase capping enzyme assay, biochemical; higher % means a stronger effect | one-dose inhibition, % at 25 µM; IC50 in µM for titrated hits | 340,000 compounds, 0.3% hits; in the data active = a potency from the dose series; inconclusive = inhibition above about 29% without an active follow-up result
T cell HTS vesicle-bound %: also measured in T cell HTS; calls as there; double positive events, %; measured here: CD8+ vesicle-bound cell fraction;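 binding gate set so that unloaded-vesicle control wells show 10% double positive cells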
NTR1 agonist cell count 20 µM: second read-out of NTR1 agonist, no call of its own (marks repeat the call); cell count; measured here: cell count, cytotoxicity flag
NS5 inhibitors pilot replicate: recorded beside NS5 inhibitors, whose call it bears; inhibition, %; measured here: pilot screen replicate inhibition
An asterisk follows results filed as active; i = inactive; ? = inconclusive; nt = not tested or not shown; [ ] = remark or other dose.

SMILES | NTR1 agonist | NTR1 agonist cell count 20 µM | PhoP inhibition | RSV CPE inhibition | West Nile antiviral | T cell HTS | T cell HTS vesicle-bound % | SV40 large T antigen | UTI89 phage lysis | MgcRacGAP inhibition | NS5 inhibitors | others
CN(C)C(=O)CCc1ccc2c3c([nH]c2c1)[C@]1(CCc2ccccc2)[C@@H](C(=O)N2CCCCC2)C[C@H](CC(=O)NC(C)(C)C)C(=O)N1CC3 | 1.4 | 54 | nt | nt | nt | nt | nt | nt | 0.5% | 2% | -3% | NS5 inhibitors pilot replicate=-0.3
C(=N\Nc1nc(-c2ccccc2)cs1)/c1cccnc1 | 11 | 69 | 2% | nt | -0.1% | i | 33 | 7% | 8.9% | 9% | -7%
CCOc1ccc(NC(=O)c2ccccc2OC)cc1 | -1.5 | 74 | 24% | 3.8% | nt | i | 61 | -2% | 0.2% | -1% | -3%
Cc1ccc(NC(=O)C2CCN(S(=O)(=O)c3c(C)n[nH]c3C)CC2)nc1 | -1.7 | 43 | -8% | 0.8% | 0.1% | i | 51 | -2% | 1.0%[50 µM] | 6% | 1%
CC(C)(C)OC(=O)N1CCC[C@H]1C(=O)OCC(=O)Nc1cc(S(C)(=O)=O)ccc1Cl | 0.7 | 58 | nt | 0.9% | nt | i | 45 | nt | 0.8%[50 µM] | 9% | -4%
COc1ccc(Cl)cc1NC(=O)c1noc(C)c1[N+](=O)[O-] | 0.5 | 70 | -2% | 2.6% | 0.7% | i | 32 | 5% | 0.1% | -3% | -10%
Cc1cc(N2CCOCC2)n2nc(C)c(-c3ccccc3)c2n1 | 1.0 | 59 | -2% | 8.7% | 0.3% | i | 4 | 8% | 0.3% | -1% | nt
O=C(CSc1nnc(-c2ccncc2)o1)Nc1ccccc1C(F)(F)F | -0.3 | 51 | 9% | 2.2% | -0.4% | i | 12 | 10% | 0.0% | 1% | 4%
COc1cc2ccccc2cc1C(=O)NC(=S)Nc1cc(C(=O)O)ccc1C | -0.8 | 88 | -2% | nt | -0.8% | nt | nt | 1% | 1.8% | -3% | 1%
Cc1[nH]nc(-c2ccc(OCc3cnn(-c4ccccc4)c3)cc2O)c1Oc1ccc(Cl)cc1 | 4.7 | 77 | 1% | 13% | ? | i | 43 | 0% | 0.2% | 8% | 2%
Cc1cc(Cl)c(S(=O)(=O)N2CC(C)OC(C)C2)cc1OCC(N)=O (stereo not given) | -4.5 | 91 | 12% | 3.4% | -0.2% | i | 10 | 7% | 1.6% | 9% | -2%
COCCN1C(=O)c2ccccc2C(C(=O)NCCCN2CCCC2=O)C1c1c[nH]c2ccccc12 (stereo not given) | nt | nt | -5% | nt | 0.1% | nt | nt | 0% | 0.5% | 13% | -3%
Cn1nnnc1SCCNCc1ccncc1 | -0.6 | 81 | 8% | -0.2% | 0.4% | i | 13 | 5% | 2.0% | 8% | -2%
Cc1cc(O)ccc1N1C(=O)c2cccc3cc([N+](=O)[O-])cc(c23)C1=O | 0.1 | 37 | -1% | 1.1% | -0.4% | i | 39 | 3% | -1.7% | 2% | 4%
CCN(CC(=O)N1CCCC1)S(=O)(=O)c1cc(C)ccc1OC | 0.7 | 69 | -6% | 0.1% | -0.4% | i | 66 | 9% | 0.7% | 4% | 5%
Clc1ccc(-n2nnc(-c3ncc[nH]3)n2)cc1Cl | -3.9 | 72 | 1% | 6.7% | -0.4% | i | 25 | 15% | 3.1% | 5% | -10%
CC(C)(C)NC(=O)NC(=O)CSc1nncs1 | -0.5 | 53 | 3% | 1.5% | 1.6% | i | 22 | 4% | 1.2% | -12% | -9%
COc1ccc(C(=O)NCc2ccco2)cc1S(=O)(=O)N1CCOCC1 | 0.3 | 41 | 4% | 1.0% | -0.3% | i | 46 | 19% | -0.2% | 6% | -1%
CCCn1c(Nc2nc3ccccc3n2C)nc2ccccc21 | 9.4 | 85 | -8% | -3.7% | -2.5% | i | 24 | 14% | 0.2% | 5% | -3%
COC(=O)CCCC1=CC2=CC(=O)C(C)(OC(=O)c3cccs3)C(=O)C2=CN1C1CCCCC1 (stereo not given) | -0.6 | 59 | 7% | -0.5% | 0.1% | i | 17 | 14% | 1.1% | 6% | 11%
O=C(CN1CCOCC1)Nc1ccc(NC(=O)c2ccccc2F)cc1 | 0.9 | 54 | 2% | 1.0% | -0.1% | i | 18 | 10% | -0.2% | 6% | -11%
Cc1ccsc1/C=N/NC(=O)CSCc1ccc(Cl)cc1 | 1.3 | 31 | 2% | 2.0% | 0.3% | i | 34 | 8% | 0.3% | 19% | -1%
Cc1ccc(-c2csc(N(CCCN3CCOCC3)C(=O)c3ccco3)n2)cc1 | 7.6 | 48 | -4% | 0.9% | 0.6% | i | 27 | 3% | 0.1% | 15% | -8%
CC(=O)Nc1cccc(-c2cn3ccccc3n2)c1 | -0.4 | 78 | 1% | 0.6% | -0.2% | i | 56 | 7% | 0.0% | 13% | -4%
CC(=O)N1CCN(CC(C)(C)NS(=O)(=O)c2ccc(C)cc2)CC1 | -0.2 | 68 | -5% | 0.1% | -0.2% | i | 23 | 16% | 0.1% | 1% | -4%
COC(=O)c1ccc(NC(=O)CN2CCOCC2)cc1 | 1.5 | 80 | -2% | 1.2% | -0.1% | i | 30 | 5% | 1.9% | 7% | 5%
Cc1cc(C)n(C(=O)CCCC(=O)n2nc(C)cc2C)n1 | -0.5 | 37 | -11% | 1.8% | 0.2% | i | 33 | 2% | 1.3% | 3% | 3%
COc1ccc(-n2c(Cc3cccn3C)nnc2SCC(=O)Nc2ccccc2F)cc1 | 0.9 | 48 | -2% | 3.5% | -0.6% | i | 26 | 4% | 2.6% | 2% | -1%
C#CCOCCOCCOCCNc1nc(N2CCOCC2)nc(N2CCN(C(=O)[C@H](Cc3cc4ccccc4[nH]3)n3cc([C@@H](N)Cc4ccc(O)cc4)nn3)CC2)n1 | -3.0 | 83 | -3% | 0.8% | 1.0% | i | 37 | 10% | 1.8% | 7% | -1%
O=C(NCc1ccccc1Cl)c1ccccc1Oc1ccccc1 | -1.7 | 43 | -6% | 5.2% | nt | i | 48 | 4% | 0.3%[50 µM] | 6% | -2%

Retrieved one by one from the entries so far (three):
SMILES | NTR1 agonist | NTR1 agonist cell count 20 µM | PhoP inhibition | RSV CPE inhibition | West Nile antiviral | T cell HTS | T cell HTS vesicle-bound % | SV40 large T antigen | UTI89 phage lysis | MgcRacGAP inhibition | NS5 inhibitors | others
Cc1ccsc1/C=N/NC(=O)CSCc1ccc(Cl)cc1 | 1.3 | 31 | 2% | 2.0% | 0.3% | i | 34 | 8% | 0.3% | 19% | -1%
CC(=O)Nc1cccc(-c2cn3ccccc3n2)c1 | -0.4 | 78 | 1% | 0.6% | -0.2% | i | 56 | 7% | 0.0% | 13% | -4%
CC(=O)N1CCN(CC(C)(C)NS(=O)(=O)c2ccc(C)cc2)CC1 | -0.2 | 68 | -5% | 0.1% | -0.2% | i | 23 | 16% | 0.1% | 1% | -4%

Going on with the list:
SMILES | NTR1 agonist | NTR1 agonist cell count 20 µM | PhoP inhibition | RSV CPE inhibition | West Nile antiviral | T cell HTS | T cell HTS vesicle-bound % | SV40 large T antigen | UTI89 phage lysis | MgcRacGAP inhibition | NS5 inhibitors | others
O=C(OCc1nnc(-c2ccccc2)o1)c1ccc([N+](=O)[O-])o1 | 0.3 | 61 | -8% | -1.7% | nt | i | 24 | 10% | -1.1%[50 µM] | 12% | -7%
CCc1ccc(NC(=O)C2CCN(c3c(N4CCCC4)c(=O)c3=O)CC2)cc1 | 0.9 | 57 | -4% | -0.3% | 0.0% | i | 15 | 21% | 0.1% | -4% | -15%
COC(=O)c1c(NC(NC(=O)c2ccccc2)(C(F)(F)F)C(F)(F)F)sc2c1CCN(C)C2 | -0.5 | 71 | 2% | 0.8% | -0.4% | i | 53 | 8% | 0.0% | 12% | -4%
CC(=O)Nc1coc2ccc(Br)cc12 | 1.4 | 54 | -5% | 1.7% | -0.2% | i | 36 | 8% | 0.0% | 0% | 1%
COc1ccccc1-c1noc(CCC(=O)Nc2cccc(C)c2)n1 | -0.8 | 35 | -22% | 1.8% | -0.3% | i | 50 | 7% | 4.8% | 8% | -2%
O=C(CSc1cn(Cc2ccccc2)c2ccccc12)N1CCOCC1 | 1.7 | 66 | 3% | 1.4% | -0.3% | i | 25 | 9% | 3.5% | -15% | -1%
OC1CCCN(Cc2nc(Cc3ccccc3Cl)no2)C1 (stereo not given) | 0.2 | 91 | 2% | 0.9% | -1.2% | i | 62 | 3% | -0.1% | -3% | -10%
CC(=O)C(Sc1nn(C)c(=S)s1)C(=O)Nc1ccccc1 (stereo not given) | -0.2 | 59 | 8% | 0.3% | 1.0% | i | 35 | 11% | 0.8% | 14% | -16% | NS5 inhibitors pilot replicate=11
CN1CCN(c2ccc(Cl)cc2NC(=O)/C=C/c2ccc(F)cc2)CC1 | 0.2 | 53 | 7% | -2.2% | 0.6% | i | 27 | 10% | 3.7% | 6% | -10%
O=C(NC(=S)NCC1CCCO1)c1ccc(Cl)cc1Cl (stereo not given) | -0.1 | 52 | 3% | 3.1% | -0.8% | i | 26 | 6% | 2.0% | 1% | -5%
COc1cccc(CN(C)C(=O)CNC(=O)c2ccc3c(c2)OCO3)c1OC | -0.3 | 62 | 11% | 0.5% | 0.3% | i | 9 | 10% | 0.8%[50 µM] | 5% | -4%
CCN(CC)C(=S)SCC(=O)c1ccccc1 | -1.7 | 76 | 0% | 0.3% | -0.7% | i | 17 | 6% | 0.2% | 3% | -8%
CCOC(=O)C1(Cc2cccc(OC)c2)CCN(Cc2cccn2-c2nccs2)CC1 | 0.6 | 45 | -1% | 10µM* | -1.5% | i | 38 | 6% | -1.1% | 4% | -6%
Cc1ccc(N2C(=O)c3ccccc3NC2C(C)Cc2ccc3c(c2)OCO3)cc1 (stereo not given) | -1.1 | 85 | 4% | 15% | 0.8% | i | 60 | 4% | 0.7% | 8% | 1% | NS5 inhibitors pilot replicate=1.2
CCOc1ccccc1N1CCN(C(=O)/C=C/c2cccc([N+](=O)[O-])c2)CC1 | 0.5 | 60 | 17% | 3.5% | -0.6% | i | 17 | -2% | 0.1% | 6% | -6%
